TAAR1 antagonist: human TAAR1 antagonists, primary screen, Fluo-8 calcium fluorescence, CHO RD-HGA16 cells; 1.5% of 360,000 active; inhibition, % at 3 µM; antagonist;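 active means inhibition above a per-plate cutoff, the mean inhibition of test compounds on that plate plus 3 SD, cut at about 49% in these data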;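 further: 0% = DMSO plus EC80 beta-PEA response and 100% = DMSO alone without agonist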
Target sequence (Q96RJ0 whole entry, looked up): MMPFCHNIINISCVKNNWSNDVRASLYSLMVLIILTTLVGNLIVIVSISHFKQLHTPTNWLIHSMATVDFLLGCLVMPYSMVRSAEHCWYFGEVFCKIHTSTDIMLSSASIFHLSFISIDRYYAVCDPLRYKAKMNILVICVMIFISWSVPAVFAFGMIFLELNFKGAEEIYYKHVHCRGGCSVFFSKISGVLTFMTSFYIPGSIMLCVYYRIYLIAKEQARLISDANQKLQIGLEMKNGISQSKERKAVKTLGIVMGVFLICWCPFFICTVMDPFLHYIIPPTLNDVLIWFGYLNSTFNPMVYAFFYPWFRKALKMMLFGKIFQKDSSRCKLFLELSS
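Material: RD-HGA16 CHO cells with stable hTAAR1 and Gα16; Dosing: single nominal final test compound concentration of 3 µM; Schedule: seeding 17-24 h prior, 75-min 37 °C, 30-min RT dye loading; Detection: kinetic Fluo-8 calcium fluorescence measurement; Measure: % inhibition from peak post-agonist over basal fluorescence ratio; Benchmarks: vehicle and agonist controls.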
CHO-K1 Ca ag: counter-screen for M1 agonists: effect in parental CHO-K1 cells; Fluo-8 calcium fluorescence; scaled to maximal ATP response, vehicle zero; AID 602248, 2012; 0.48% of 360,000 active; activation, % at 3 µM; in the data active means activation above about 15%;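 further: untransfected CHO-K1 host cells lacking M1 receptor as counterscreen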
CHO-K1 Ca antag: nonselective inhibitor or artifact in parental CHO-K1 cells; ATP-induced calcium, Fluo-8 fluorescence; inhibition, % at 3 µM; 0.6% of 360,000 active;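 active means inhibition above a per-plate cutoff, the plate's mean sample inhibition plus 3 SD, cut at about 24% in these data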;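 further: 0% = DMSO plus EC80 ATP and 100% = DMSO alone without ATP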
V1R ag counter: agonists of human V1a receptor, primary screen, counter-screen for OXTR agonist project, fluorescence, CHO-V1R cells; Fluo-8 calcium fluorescence, agonist mode; 0% DMSO, 100% 3 nM vasopressin; Vasopressin V1a receptor (Homo sapiens), P37288; 0.25% of 320,000 active; activation, % at 3 µM;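 active means activation above the mean activation of all tested compounds plus 3 SD, per screening run, cut at about 20% in these data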;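 further: signal is peak over basal fluorescence ratio across a 100 second FLIPR read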
M1 ag: human M1 muscarinic receptor agonists, primary screen, Fluo-8 calcium fluorescence, CHO-K1 cells, HTS | 0.33% of 360,000 active | activation, % at 3 µM | CHO-K1 hM1, agonist mode; 0% DMSO, 100% acetylcholine EC100 | Muscarinic acetylcholine receptor M1 (Homo sapiens), P11229;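 active means activation above the run's mean compound activation plus 3 SD, cut at about 16% in these data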;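 further: peak over basal fluorescence ratio within a 140 s kinetic read after compound addition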
CHO parental Ca: ATP-evoked calcium signal inhibitors, parental CHO, primary screen, counter-screen for OX1R antagonist project, cell-based, fluorescence, Fluo-8 calcium dye; inhibition, % at 5.6 µM; 0.63% of 330,000 active; parental CHO-K1, ATP-induced calcium, Fluo-8 fluorescence;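 active means inhibition above that plate's mean sample inhibition plus 3 SD, cut at about 26% in these data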;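 further: 0% = ATP-challenged DMSO wells and 100% = DMSO wells without ATP; some compounds past the cut are filed as inactive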
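test system = CHO parental line | reagent = ATP stimulus | measured by = intracellular calcium via Fluo-8 no-wash fluorescent dye | control set = ATP and no-ATP DMSO wells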
CHO-K1 Ca PAM: nonselective calcium activators in parental CHO-K1 cells, primary screen, counter-screen for M1 PAM project, cell-based, Fluo-8 calcium fluorescence, full deck, 1536-well; ATP EC20; 0% at ATP EC20, 100% at ATP max; activation, % at 3 µM; 0.02% of 360,000 active;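 active means activation above the run cutoff, the mean activation of all test compounds plus 3 SD, cut at about 40% in these data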;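 further: peak over basal fluorescence ratio in a 140 s read after ATP addition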
TAAR1 ag: human TAAR1 agonists, primary screen, Fluo-8 calcium fluorescence, CHO RD-HGA16 cells. Trace amine-associated receptor 1 (Homo sapiens), Q96RJ0. vehicle wells 0%, saturating PEA agonist 100%. activation, % at 3 µM. 0.99% of 360,000 active. AID 624467, 2012;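 active means activation above the mean activation of all test compounds in the run plus 3 SD, cut at about 38% in these data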
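Signal – calcium-sensitive Fluo-8 signal, excitation 470-495, emission 515-575 nm · System – RD-HGA16 (CHO) cells co-expressing Gα16 and hTAAR1 · Incubation – 17-24 h seeding, 75 min 37 °C dye, 30 min RT · Compound dosing – 3 µM single concentration · Repeats – no replicates (n 1)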
OXTR potentiate: human OXTR potentiators, primary screen, fluorescence, CHO-OTR cells, Fluo-8 calcium. activation, % at 3 µM. 0.061% of 320,000 active. Oxytocin receptor (Homo sapiens), P30559. Fluo-8 calcium fluorescence, potentiator mode; 0% = oxytocin EC15, 100% = EC100;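 active means activation above that plate's cutoff, the mean activation of tested compounds plus 3 SD, cut at about 6.6% in these data, passing the limit was not always enough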;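 further: 100% uses oxytocin at 75 nM as the full agonist control; some results filed as inactive read as strong as hits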
Target sequence (P30559 whole entry, looked up): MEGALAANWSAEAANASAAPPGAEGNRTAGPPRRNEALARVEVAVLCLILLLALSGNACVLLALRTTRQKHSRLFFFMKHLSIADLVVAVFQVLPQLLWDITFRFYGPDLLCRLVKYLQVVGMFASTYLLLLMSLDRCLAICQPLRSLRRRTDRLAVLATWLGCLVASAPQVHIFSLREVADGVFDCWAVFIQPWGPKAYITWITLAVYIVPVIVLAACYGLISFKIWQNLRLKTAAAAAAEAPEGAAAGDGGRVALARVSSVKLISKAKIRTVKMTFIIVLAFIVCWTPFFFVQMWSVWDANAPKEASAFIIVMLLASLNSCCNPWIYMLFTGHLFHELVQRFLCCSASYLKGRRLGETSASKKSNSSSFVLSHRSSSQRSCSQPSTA
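Measured by – Fluo-8 calcium dye fluorescence · Test system – human OTR in CHO cells · Dosing – one concentration, 3.0 µM compound · Controls – EC15 oxytocin alone as 0%, 75 nM oxytocin as 100% · Evaluation – normalized max/min fluorescence ratio, % activation · Timing – 6 min pre-incubation, 100 s read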
* = called active by the depositor; · = no result given. No enrichment for hits. Share with any hit: about 3.3%.

SMILES	TAAR1 antagonist	CHO-K1 Ca ag	CHO-K1 Ca antag	V1R ag counter	M1 ag	CHO parental Ca	CHO-K1 Ca PAM	TAAR1 ag	OXTR potentiate
O=C1C2C3CCC(O3)C2C(=O)N1c1cccc(O)c1 (centres undefined)	-3.8	-0.1	-9.0	0.1	-0.4	-2.9	13.5	0.1	-8.3
CCCNC(=O)Cn1c(=O)/c(=C/c2ccc(-c3cccc([N+](=O)[O-])c3)o2)s/c1=C\C(=O)C(C)(C)C	5.9	0.6	-17.4	·	0.4	·	6.7	1.9	·
O=C(Cc1ccc([N+](=O)[O-])cc1)Nc1ccc(O)cc1C(=O)O	-9.9	0.0	-6.9	-0.5	-1.5	3.1	22.4	6.7	-5.5
NC(N)=N/N=C/c1ccccc1OC(F)F	-3.2	3.6	-8.5	0.3	-2.2	-11.5	8.5	3.7	-6.8
O=C(CC1OC(=O)c2ccccc21)Nc1cc(Cl)ccc1N1CCOCC1 (centres undefined)	-3.6	1.3	-16.0	-0.4	-1.5	1.1	2.9	13.7	-3.3
CCCN(CCC)C(=O)NC1CC(=O)N(c2ccc(OC)cc2)C1 (centres undefined)	-0.1	6.8	-1.9	1.0	-4.2	0.3	18.0	2.5	-1.8
CCOC(=O)c1cc(-c2ccccc2)n(CC(=O)Nc2ccc(OCC)cc2)c1C	-8.8	12.1	6.8	1.0	2.9	-12.6	18.8	5.0	-8.5
O=C(CSc1nnc(Cc2cccs2)n1C1CCCCC1)N1CCN(C(=O)c2ccco2)CC1	-17.2	-0.1	-8.8	0.6	-2.6	-19.7	23.1	1.1	5.6
O=C(Nn1cnnc1)c1ccc(OC(F)(F)C(F)C(F)(F)F)cc1 (centres undefined)	-21.7	1.0	-13.5	0.5	-1.1	-9.6	20.0	-0.7	3.8
COc1cccc(CC(=NO)c2cccc(OC)c2)c1	3.5	0.3	-7.1	·	-3.3	·	5.5	-1.6	·
O=C(CNS(=O)(=O)c1c(Cl)cccc1Cl)N1CCCCCC1	-9.5	0.9	10.6	0.0	-8.8	-5.1	-22.2	6.2	-11.9
COc1cccc(OC)c1-c1nn2c(-c3cc(-c4ccccc4)n[nH]3)nnc2s1	5.5	0.2	-3.2	0.1	-3.4	6.6	-3.0	11.4	-7.1
CC1CCCCN1S(=O)(=O)c1ccc(N(C(=O)c2cnccn2)C(C(=O)NC2CCCC2)c2cccs2)cc1 (centres undefined)	-3.5	0.6	22.5	-1.2	-9.2	-25.7	-13.9	1.2	-7.0
C[C@H](CO)N1C[C@H](C)[C@H](CN(C)C)Oc2ccc(NS(=O)(=O)c3ccc(F)cc3)cc2CC1=O	3.6	1.2	-18.8	1.7	-8.3	8.3	8.2	15.7	-2.0
CCCC(=O)c1c(NC(C)C)cc(C)oc1=O	-7.5	-0.7	2.1	-0.8	-2.5	-5.7	-1.2	6.8	-3.7
CC(=O)Nc1ccc(-c2ccnc3c2CC(C)(C(=O)NCC2CC2)O3)cc1 (centres undefined)	-15.0	0.2	-1.0	·	-0.2	·	-8.8	-0.6	·
Cc1cc(=O)oc2c(C(=O)/C=C\c3cccs3)c(O)ccc12	-14.9	0.4	-10.8	0.0	-4.2	-26.0	18.2	-1.5	-6.0
CC(C)C[C@H]1CN=C(Nc2ccccc2)N1CC1CCCCCC1	10.9	3.8	-1.2	8.6	-6.2	-6.4	12.0	48.9*	-4.5
O=S(=O)(c1ccc(Br)cc1)c1nc(-c2ccccc2)oc1NCc1cccnc1	32.5	-0.6	19.5	-0.2	2.8	-20.4	-4.9	10.4	-5.9
O=S(=O)(c1ccccc1)N1N=C(c2cccs2)CC1c1ccc(Br)cc1 (centres undefined)	17.9	0.1	1.0	0.4	-2.1	-7.7	13.7	-0.8	-3.6
O=C(NC1CCCCC1)C1(c2ccccc2)CC1(Cl)Cl (centres undefined)	-13.8	0.8	-8.5	-0.7	-11.9	-8.7	22.7	-2.4	5.1
O=C(Nc1ccc(S(=O)(=O)N2CCCCC2)cc1)c1cnccn1	4.8	0.7	-1.7	4.0	-3.8	2.6	10.6	2.9	-14.3
C=CCc1ccc(OCCOc2cccc3ccc(C)nc23)c(OC)c1	18.6	10.6	-25.9	1.9	1.1	-6.8	0.8	27.4	1.4
CCOC(=O)C1=C(N)OC2=C(C(=O)CC(C)(C)C2)C1c1cc(CSc2nnnn2C)cs1 (centres undefined)	43.0	2.9	-8.5	-0.6	-2.6	-10.7	0.4	8.4	-3.8
Cc1nccn1-c1c2c(c(C#N)c3nc4ccccc4n13)CCCC2	-21.0	0.6	-9.8	·	-2.6	·	11.2	-0.1	·
O=C(O)c1ccc(Cl)c(S(=O)(=O)N(Cc2ccccc2)c2ccc(F)cc2)c1	1.5	0.2	-10.2	0.1	-3.2	-2.5	10.7	6.8	-4.6
COc1cccc(NC(=O)CCC2CCN(Cc3nccs3)CC2)c1	-27.5	1.3	-21.6	3.6	-5.8	1.4	19.4	4.8	-8.9
Cc1csc(NC(=O)CSc2nc(C(C)C)nc3ccccc23)n1	3.0	4.3	-0.4	2.9	-4.8	-11.3	-0.2	-2.2	-7.5
O=c1ccc(-c2ccc(S(=O)(=O)Nc3cccc([N+](=O)[O-])c3)s2)n[nH]1	-3.3	0.8	-10.9	0.0	-2.5	-7.0	0.2	2.2	-2.7
COc1ccc(/C=C/c2cc(C(F)(F)F)on2)cc1	-27.7	-0.2	-2.3	-0.2	-0.5	-2.7	-2.6	0.6	-10.0
O=C(Cn1nnc2ccccc2c1=O)NC1CCCCC1	-20.1	0.3	-0.8	1.2	0.1	-3.4	-8.2	4.9	4.7
CCOC(=O)COc1nc(C)cc(C(F)(F)F)c1C#N	-30.5	0.3	-6.5	0.6	-3.6	-10.3	12.9	1.7	-3.2
CCOc1ccc(NC(=O)C(CC(=O)O)Cc2ccc(Br)cc2)cc1 (centres undefined)	-4.4	0.1	4.4	-0.8	-3.3	-6.1	2.0	1.1	-4.2
c1ccc(CN2CCC3CC2c2cc(N4CCCCC4)ccc23)cc1 (centres undefined)	-32.0	0.2	-8.4	·	-8.6	·	8.8	-1.4	·
O=C(Nc1ccc(F)cc1)Nc1ccc([N+](=O)[O-])cn1	-10.0	1.2	-16.3	7.5	-7.4	25.5	12.7	3.2	-12.5
COc1ccc(CCN2C(=O)CC(C(C)c3ccccc3)C2=O)cc1OC (centres undefined)	7.4	1.3	1.0	1.2	-8.0	0.8	12.4	3.3	-2.7
O=C(c1ccc2c(c1)OCCO2)N1CCN(c2ccccn2)CC1	4.5	1.8	5.5	0.3	-1.3	-14.4	-20.0	0.2	-9.0
COc1ccccc1C(=O)N=C1SC2CS(=O)(=O)CC2N1c1ccccc1 (centres undefined)	1.0	0.2	9.4	-0.1	1.0	-12.3	-7.1	5.0	-7.9
COc1ccc(N2CCN(C(=O)c3ccc(CS(=O)(=O)c4ccc(Br)cc4)o3)CC2)cc1	2.0	0.7	-4.0	1.7	-0.4	-13.1	9.5	2.9	-8.8
CC(=O)c1cccc(NC(=O)c2c(-c3c(F)cccc3Cl)noc2C)c1	-24.3	-0.4	0.8	0.6	-1.5	-10.7	-20.0	1.4	-0.6
O=C(Nc1ccc(CSc2ccccc2)cc1)c1ccc(CN2CCOCC2)cc1	29.6	5.7	8.2	9.5	-7.6	1.5	3.9	11.2	-12.4
O=C(CCCc1c[nH]c2ccccc12)Nc1ccc2ccccc2c1	1.2	-0.3	5.4	0.2	-4.5	-7.0	4.7	1.0	-6.5
Cc1c(-n2c(=S)[nH]c3ccccc3c2=O)c(=O)n(-c2ccccc2)n1C	-2.8	0.2	-5.2	0.7	-4.6	6.0	9.0	11.6	-12.0
OCc1ccccc1N=Cc1cccnc1	20.7	2.2	-15.3	0.3	-2.2	1.3	-3.5	-1.0	0.6
O=C(COC(=O)c1ccccc1[N+](=O)[O-])Nc1cccnc1Cl	-13.1	1.3	-9.0	-0.2	-1.4	-7.1	9.1	1.4	-1.3
Cc1csc(SCC(=O)NC(=O)NCc2ccccc2)n1	-16.5	0.0	8.1	0.5	-4.0	-3.2	-9.7	13.6	-6.1
Cc1ccc(C(=O)N[C@H](C(=O)NC2CCCCC2)C(C)C)cc1	-7.0	-0.4	-12.0	0.1	-5.0	-14.1	4.8	-0.7	9.8
CCOC(=O)C(Cc1ccccc1)NC(=O)CNC(C)=O (centres undefined)	-10.2	0.1	-10.2	-0.3	-3.2	2.8	3.6	5.6	0.3
NC(=O)C1CCN(CCC(=O)Nc2ccc(F)c(F)c2)CC1	-5.7	0.5	-5.6	1.3	-0.8	-0.8	17.1	1.2	-13.2
COc1ccc(C(=O)CCN2CCN(c3ccccc3F)CC2)cc1	-23.1	2.9	-16.2	1.9	-0.8	-19.9	31.7	10.1	-1.2
CC(=O)n1cc(/C=N/NC(=O)c2ccc(Cl)cc2)c2ccccc21	3.3	1.1	10.8	0.8	-1.5	-5.8	-0.8	5.2	-10.3
CSCCNC(=O)Nc1c(-c2c(Cl)cccc2Cl)noc1C	-33.9	0.9	-5.5	2.5	-3.0	-15.7	16.9	1.6	-8.4

Single records, from the list above. Screens in order: TAAR1 antagonist	CHO-K1 Ca ag	CHO-K1 Ca antag	V1R ag counter	M1 ag	CHO parental Ca	CHO-K1 Ca PAM	TAAR1 ag	OXTR potentiate
NC(=O)C1CCN(CCC(=O)Nc2ccc(F)c(F)c2)CC1 is listed as -5.7	0.5	-5.6	1.3	-0.8	-0.8	17.1	1.2	-13.2
CC(=O)n1cc(/C=N/NC(=O)c2ccc(Cl)cc2)c2ccccc21 is listed as 3.3	1.1	10.8	0.8	-1.5	-5.8	-0.8	5.2	-10.3
CCOC(=O)C(Cc1ccccc1)NC(=O)CNC(C)=O (centres undefined) is listed as -10.2	0.1	-10.2	-0.3	-3.2	2.8	3.6	5.6	0.3
CSCCNC(=O)Nc1c(-c2c(Cl)cccc2Cl)noc1C is listed as -33.9	0.9	-5.5	2.5	-3.0	-15.7	16.9	1.6	-8.4
Cc1csc(SCC(=O)NC(=O)NCc2ccccc2)n1 is listed as -16.5	0.0	8.1	0.5	-4.0	-3.2	-9.7	13.6	-6.1
